High-throughput results (PubChem)
ABCB6 inh MLPCN – blocks the human ABCB6 transporter | Q9NP58 | K562-ABCB6 porphyrin accumulation, flow cytometry, 1 h; stronger effect = lower value | fluorescence ratio to DMSO, % at 10 µM | 360,000 compounds, 0.19% hits;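 active = fluorescence ratio to DMSO below 75%, the collection mean minus 3 SD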;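 also: signal is porphyrin accumulated inside mitochondria; 100% equals median channel fluorescence of DMSO control wells; lower ratio means ABCB6 inhibition with less porphyrin fluorescence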
Target sequence (Q9NP58 whole entry, looked up): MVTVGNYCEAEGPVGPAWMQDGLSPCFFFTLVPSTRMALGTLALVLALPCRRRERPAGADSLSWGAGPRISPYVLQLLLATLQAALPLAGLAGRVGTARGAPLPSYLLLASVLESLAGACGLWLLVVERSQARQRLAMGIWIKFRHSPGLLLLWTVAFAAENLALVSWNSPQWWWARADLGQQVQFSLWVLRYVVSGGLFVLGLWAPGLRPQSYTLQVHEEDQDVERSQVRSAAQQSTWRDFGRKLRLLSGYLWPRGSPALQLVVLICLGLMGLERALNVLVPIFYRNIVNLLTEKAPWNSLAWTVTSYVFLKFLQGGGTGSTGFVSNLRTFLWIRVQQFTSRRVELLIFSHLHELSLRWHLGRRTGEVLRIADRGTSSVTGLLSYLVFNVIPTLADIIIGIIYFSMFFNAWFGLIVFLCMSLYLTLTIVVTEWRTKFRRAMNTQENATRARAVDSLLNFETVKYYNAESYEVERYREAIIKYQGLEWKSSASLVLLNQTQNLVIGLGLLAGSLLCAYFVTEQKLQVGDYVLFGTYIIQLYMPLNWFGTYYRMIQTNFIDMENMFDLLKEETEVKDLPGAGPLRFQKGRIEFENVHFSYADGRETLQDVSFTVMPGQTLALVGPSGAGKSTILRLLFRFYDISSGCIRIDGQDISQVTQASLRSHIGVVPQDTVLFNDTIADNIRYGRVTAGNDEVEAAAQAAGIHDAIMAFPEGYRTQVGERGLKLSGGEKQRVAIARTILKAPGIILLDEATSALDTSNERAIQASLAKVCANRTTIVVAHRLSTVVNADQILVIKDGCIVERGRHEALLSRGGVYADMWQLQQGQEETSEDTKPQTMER
N-glyco inh – N-linked glycosylation inhibition | reporter increase, % at 12.5 µM | D54 ERlucT glycosylation luciferase reporter, 24 h; percent of 100 nM tunicamycin response | 360,000 compounds, 0.23% hits;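 active = mean luciferase reporter signal, scaled so untreated is 0 and the glycosylation-blocking control 100, at or above a set limit in every replicate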;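 also: luciferase carries N-glycosylation sites so blocking glycosylation raises the light; 0% = median of neutral control wells and 100% = median of 100 nM tunicamycin wells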
ABHD5 PLIN5 PPI – blocks binding of human ABHD5 to perilipin-5; Q00G26+Q8WTS1; Split G. princeps luciferase complementation, luminescence, 4 h; inhibition, % at 4 µM; 360,000 compounds, 0.78% hits; AID 602281;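 active = inhibition above the mean inhibition across every tested compound plus 3 SD, cut at about 22% in these data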;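 also: 0% = DMSO only wells and the 100% control is not disclosed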
MC4R ag barr – agonists of human melanocortin 4 receptor (MC4R) beta-arrestin | U2OS MC4R beta-arrestin complementation, luminescence; percent of melanotan II response, DMSO zero | 360,000 compounds, 0.98% hits | activation, % at 8.9 µM | P32245;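 active = activation above a per-plate cutoff, the mean activation of sample wells on that plate plus 3 SD, cut at about 8% in these data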
MC4R antagonist – human MC4R antagonism in cAMP assay | P32245 | MC4R-expressing cells, MTII-stimulated cAMP, LANCE TR-FRET | inhibition, % at 6.5 µM | 360,000 compounds, 0.48% hits | AID 540295;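 active = inhibition above its plate's cutoff, the mean of tested wells on that plate plus 3 SD, cut at about 29% in these data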;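 also: 0% = Melanotan II alone and 100% = Melanotan II plus saturating MCL0020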
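material = U2OS cells stably expressing human melanocortin 4 receptor (MC4R) | also added = Melanotan II challenge | dosing = single nominal compound dose of 6.5 µM | detection = TR-FRET with Eu-cAMP and labeled anti-cAMP, 671 nm | replication = singlicate | timing = compound 30 min, challenge 1 h, detection 1 h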
HTR2A ag – agonists of mouse serotonin 5-HT2A receptor (HTR2A) | 360,000 compounds, 0.66% hits | CHO-K1 mHTR2A beta-arrestin complementation, luminescence; percent of 30 µM serotonin response | P35363 | activation, % at 7.6 µM;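 active = activation above a run cutoff, the mean activation of all tested compounds plus 3 SD, cut at about 14% in these data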;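 also: 0% = plate median of compound wells and 100% = 30 µM serotonin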
H9c2 protect – protects H9c2 cardiomyocytes from peroxide injury | protection from H2O2 cell death, % at 20 µM | H2O2 injury protection, ATPLite, 2 h | 360,000 compounds, 0.63% hits;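 active = compounds giving at least 50% protection of heart cells from peroxide-induced death in the single-dose screen, raw or plate-pattern-corrected value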;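 also: 0% = DMSO wells with peroxide and 100% = DMSO wells without peroxide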
hiPSC survival – enhancers of human iPSC single-cell survival; 360,000 compounds, 0.044% hits; survival enhancement, % at 20 µM; hiPSC single-cell survival, ATPlite luminescence; 100% = ROCK inhibitor wells, 0% = DMSO; in the data active = survival enhancement above about 18%;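 also: cells exposed to compounds for 16 hours before the ATP read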
aDG glyco up – alpha-DG glycosylation activation; activation, % at 10 µM; AID 624168; Pro5-aDG cells, alpha-DG glycosylation AlphaScreen (IIH6); 0% Pro5, 100% B10-LARGE cell signal; 360,000 compounds, 0.22% hits;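 active = activation of at least 8% versus controls, or a plate z-score of at least 8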;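 also: Pro5 are CHO cells carrying HIG-tagged alpha-DG that lacks glycosylation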
Exocytosis inh – blocks lytic granule exocytosis | AID 651702 | inhibition, % at 10 µM | 360,000 compounds, 0.66% hits | TALL-104 LAMP-1 surface exposure, flow cytometry; cells stimulated with thapsigargin and PMA;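 active = inhibition above about 55%, limit read from the data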
* hit, by the source's call; x = no result given.

SMILES | ABCB6 inh MLPCN | N-glyco inh | ABHD5 PLIN5 PPI | MC4R ag barr | MC4R antagonist | HTR2A ag | H9c2 protect | hiPSC survival | aDG glyco up | Exocytosis inh
COc1ccc(/C(O)=C2/C(=O)C(=O)N(Cc3cccnc3)C2c2ccncc2)cc1F (stereo unspecified) | 84 | 3 | -4 | -0.7 | 1 | -1 | 1 | 0.2 | -0.2 | -2
O=C1CSC(=Nc2ccc(Cl)cc2)N1 | 91 | 3 | 7 | -1.1 | 13 | 5 | -1 | -0.5 | -0.1 | -2
COc1ccc2nc(SC(C)C(=O)NC3(C#N)CCCCC3)[nH]c2c1 (stereo unspecified) | 92 | -3 | 0 | -1.3 | 0 | 2 | 1 | 1.2 | -0.1 | 2
Cc1cc(=O)oc2cc(OCC(=O)Nc3ccccc3C(N)=O)c(Cl)cc12 | 98 | -1 | 0 | -1.5 | 20 | 3 | 3 | -0.7 | -0.3 | -1
CCCC(=O)N1CC2(C)CN(C(=O)CCC)CC(CCC)(C1)C2=O | 101 | 2 | -1 | -1.4 | -1 | 16* | 4 | -1.1 | 0.0 | -1
Cc1ccc(NC(=O)c2cccc(C(=O)Nc3ccc(C)c(C)c3)n2)cc1C | 102 | 1 | -4 | -0.2 | 5 | 6 | -3 | -0.3 | -0.1 | -2
Clc1ccc(-c2csc(N3CCCCCC3)n2)cc1 | 103 | -4 | -10 | -0.6 | 2 | 1 | -6 | 0.2 | 0.0 | -3
CN(C)C=NC(=O)c1cc(C(=O)c2ccc(Cl)cc2Cl)c[nH]1 | 98 | -7 | 3 | -3.2 | -3 | -4 | 0 | 0.4 | 0.3 | 0
O=C(NNC(=S)NCc1ccco1)c1ccc(Cl)s1 | 96 | -2 | 2 | -0.5 | 2 | 1 | -11 | -1.2 | 0.0 | -4
Cc1ccc(NC(=O)C2(C)CCN2C(=O)CCC2CCCC2)cc1C (stereo unspecified) | 100 | 3 | 3 | 5.3 | 3 | -1 | -5 | -0.3 | 0.4 | -22
CC(=O)c1cccc(NC(=O)COC(=O)c2ccccn2)c1 | 95 | 2 | 2 | -0.8 | 17 | 3 | 9 | -0.1 | -0.1 | -3
CCCCc1nc2sc3c(c2c(=O)n1NC(=O)c1ccco1)CC(C)(C)OC3 | 97 | -2 | 3 | -1.0 | 7 | -2 | 5 | -0.5 | 0.1 | -2
CC(C)CC(=O)NNC(=O)C(C)C | 96 | 4 | -2 | 0.3 | -2 | -10 | 1 | -0.2 | 0.3 | -1
COc1ccc(CNc2ccc(C(=O)O)cc2)cc1 | 104 | 1 | 2 | -0.6 | 7 | 2 | 0 | 0.5 | -0.2 | -2
O=C(/C=C/[C@H]1O[C@@H](n2cnc3c(NC(=O)c4ccccc4)ncnc32)[C@H](O)[C@@H]1O)NCc1cccs1 | 94 | 2 | -6 | x | x | 6 | 6 | -1.2 | 0.1 | 0
O=C(NC(=S)NC1CCCCC1)c1ccccc1[N+](=O)[O-] | 101 | 0 | 6 | -2.4 | 3 | 0 | -13 | -0.3 | -0.2 | 6
COC(=O)C1=CN(c2ccc(N3CCOCC3)cc2)C(N)=C(C#N)C1c1ccc(-c2ccccc2)cc1 (stereo unspecified) | x | x | 9 | x | x | -1 | x | x | -0.6 | 13
CC1(C)Nc2ccc(O)cc2-c2c1ssc2=S | 97 | -1 | -19 | -0.1 | 8 | 3 | -6 | 2.9 | 0.8 | -1
O=C(OCc1ccccc1)N1CCC2CC1c1ccc(N3CCOCC3)cc12 (stereo unspecified) | 96 | 0 | 2 | 0.3 | 1 | -6 | -7 | 0.5 | 0.2 | -1
CC(C)(C)NC(=O)COC(=O)/C=C/c1ccccc1[N+](=O)[O-] | 142 | 1 | 1 | -1.4 | 3 | 5 | 0 | 2.6 | 0.4 | 3
COCCCNC(=S)NCCNc1nc2cc(C)cc(C)c2cc1C#N | 100 | 7 | 3 | 0.6 | 4 | 2 | 1 | -1.2 | 1.8 | 2
COC(=O)c1ccccc1NC(=O)COC(=O)/C=C/c1ccco1 | 94 | 1 | 1 | -0.3 | 11 | 0 | -13 | -0.7 | 0.0 | -1
Cc1cccc(Cl)c1NC(=S)NCCc1ccccn1 | 96 | 0 | 3 | -2.1 | 9 | 2 | 0 | 0.3 | 0.0 | -8
CCn1ncc(-c2ccnc3cc(C(=O)O)nn23)c1C | 104 | 0 | 3 | -2.8 | 9 | 3 | 1 | 1.8 | -0.5 | -5
Cc1nc(-c2cn[nH]c2)c2cc(C)oc2n1 | 96 | 3 | 4 | -1.7 | -5 | 0 | 2 | 4.8 | -0.1 | -2
O=C(C[C@H]1C[C@H](C(=O)N2CCCCC2)[C@@]2(CCc3ccccc3)c3[nH]c4cc(-c5ccco5)ccc4c3CCN2C1=O)NCc1ccco1 | 99 | -3 | 17 | 1.4 | 6 | 3 | -6 | -3.6 | 1.2 | 6
CCCCCCOc1ccc(/C=C/C(=O)N2CCOCC2)cc1OC | 96 | -5 | 0 | -0.3 | -1 | 0 | 9 | -0.7 | 0.1 | -6
Cc1nc(C(=O)N2CCCC(C(=O)c3ccc(Cl)cc3)C2)cs1 (stereo unspecified) | 96 | 0 | -4 | -1.1 | 2 | -1 | 11 | -0.6 | 0.0 | -1
Cn1c(N2CCN(C(c3ccccc3)c3ccccc3)CC2)nc2c1c(=O)[nH]c(=O)n2C | 98 | -4 | 0 | -0.3 | 0 | 11 | 48 | 0.4 | -0.2 | 9
COc1cccc(NC(=O)c2cnc(NS(=O)(=O)c3ccccc3)nc2)c1 | 99 | 2 | 8 | -0.4 | 0 | 2 | -2 | -0.5 | -0.2 | -8
CN(C)S(=O)(=O)c1ccc(Cl)c(C(=O)NCCNC(=O)c2cc(S(=O)(=O)N(C)C)ccc2Cl)c1 | 99 | 0 | -2 | 1.1 | 10 | -2 | -2 | 0.8 | 0.0 | 2
CCOc1ccccc1N(C(=O)c1snc(C(N)=O)c1N)C(C(=O)NCC1CCCO1)c1ccc2ncccc2c1 (stereo unspecified) | 96 | 0 | 4 | 0.0 | 5 | -2 | -6 | -0.7 | 0.1 | -7
COc1cccc(CNC(=O)[C@@H]2CCCN2C(=O)[C@H]2CCCCN2C(=O)c2cccc(Cl)c2)c1 | 94 | x | 0 | x | x | -2 | x | 0.3 | 0.0 | -2
O=C(Nc1ccc(F)cc1)c1ccccc1 | 84 | -1 | -2 | 0.3 | 12 | -6 | -3 | 0.5 | 0.1 | 2
CCOC(=S)SCC(=O)N1CCc2ccccc2C1C1C(=O)CC(C)(C)CC1=O (stereo unspecified) | 95 | -1 | 0 | -1.1 | 16 | 2 | 2 | 0.7 | 0.1 | 0
CCOc1ccc2nc(SCc3ccc(F)cc3)sc2c1 | 102 | 0 | 0 | 3.1 | -5 | 3 | -18 | -1.1 | 0.0 | 5
N#Cc1ccc(OCC(=O)Nc2cccc(S(=O)(=O)NC3=NCCCCC3)c2)cc1 | 99 | -1 | -7 | -1.0 | 4 | -9 | -3 | -0.2 | 0.1 | 1
O=C(CCN1C(=O)C2C3C=CC(C4CC34)C2C1=O)Oc1ccccc1 (stereo unspecified) | 98 | 2 | -2 | -1.2 | 6 | -6 | -2 | -1.5 | -0.2 | -3
CCN(C(=O)COC(=O)/C=C/c1c(C)nn(-c2ccccc2)c1C)c1c(N)n(Cc2ccccc2)c(=O)[nH]c1=O | 97 | 1 | -2 | 0.1 | -1 | 18* | 10 | 2.8 | -0.2 | -2
O=S(=O)(c1ccccc1)c1nc(-c2ccco2)oc1NCc1ccco1 | 97 | -1 | 3 | -2.3 | 7 | 6 | -1 | -3.6 | -0.5 | 1
O=C(CSc1ccc(-c2ccc(-n3cccn3)cc2)nn1)Nc1ccc([N+](=O)[O-])cc1 | 94 | 2 | 13 | 3.8 | 7 | 1 | -2 | -0.1 | 0.3 | 2
CCN1CCN(C(c2cccs2)C(C)NC(=S)NC2CCCCC2)CC1 (stereo unspecified) | 100 | -4 | -1 | 0.3 | 15 | 3 | 0 | 0.5 | 0.0 | -2
CCOC(=O)N1CCN(S(=O)(=O)c2cccc3nsnc23)CC1 | 96 | 1 | 1 | -2.1 | 0 | 1 | 4 | -0.8 | 0.0 | -2
COc1cc2c(cc1NC(=O)CN(C)Cc1ccc(OC)c(OC)c1)oc1ccccc12 | 103 | 7 | 10 | -3.0 | 8 | -7 | -9 | 0.5 | 0.3 | 9
CCOC(=O)C(NC(=O)Nc1ccc(F)cc1F)(Oc1ccccc1)C(F)(F)F (stereo unspecified) | 95 | 4 | -11 | -1.4 | 6 | 1 | -4 | -0.6 | -0.1 | -3
Cc1ccc2[nH]c(O)c(N=NC(=O)C(C)n3cnc4ccccc4c3=O)c2c1 (stereo unspecified) | 90 | 0 | 2 | 0.2 | -10 | 4 | 1 | 0.9 | 0.0 | 0
CCCc1nc(SCC(=O)c2ccc(F)cc2)c2ccccc2n1 | 100 | 8 | -17 | 1.4 | 8 | -3 | 13 | -1.0 | 0.1 | 2
COc1cc(OC)c(C(=O)NC2CC(C)(C)NC(C)(C)C2)cc1OC | 95 | 2 | -2 | 2.9 | 5 | -1 | 6 | 4.8 | -0.1 | -3
CN=C1N(C)C[C@@H]2[C@@H]3C(=O)N(Cc4ccccc4)C(=O)[C@@H]3[C@](Cc3ccccc3)(C(=O)OC)N12 | 96 | 1 | 4 | -1.1 | 4 | 5 | -6 | 0.3 | -0.2 | -1
Cc1ccc(C(=O)CCNc2ccc(Br)cc2)o1 | 96 | -2 | -2 | -1.2 | 22 | -1 | -8 | 0.0 | 0.3 | 1
CC(=NC1CC1)C1=C(O)c2ccccc2C1=O | 97 | -3 | 5 | -3.1 | 2 | 3 | -2 | -2.0 | -0.3 | 4
Cc1ccc(C2=NN(C)c3nc4ccccc4n3C2)cc1 | 102 | 1 | -5 | 6.2 | 14 | 5 | 17 | 1.5 | 0.2 | -7
C=CCn1c(SCC(=O)Nc2ccccc2-c2ccccc2)nc2cc(C(=O)O)ccc2c1=O | 96 | 2 | 0 | -3.6 | 12 | 0 | 26 | 1.1 | 0.1 | 7
CCOc1ccccc1NC(=O)c1cc(CC(C)C)oc1C | 98 | -2 | -10 | -0.9 | 1 | 2 | -10 | 0.6 | 0.0 | 6
CCOC(=O)C1CCCN(c2c(NCc3ccco3)c(=O)c2=O)C1 (stereo unspecified) | 99 | 1 | 5 | -1.4 | -1 | 4 | 2 | 2.6 | 0.0 | -8
COc1ccc(/C(O)=C(\C#N)c2nc3ccccc3n2C)cc1OC | 104 | 0 | 2 | 0.2 | -18 | -1 | 2 | -1.0 | -0.2 | 1
CSc1ccc(/C=N/n2c(C)cc(C)cc2=O)cc1 | 103 | 0 | 1 | -0.9 | 13 | 3 | -3 | 2.6 | 0.1 | -2
